# PMI inhibitors = inhibitors of human PMI, primary screen, biochemical, fluorescence intensity, coupled assay (AID 1209) | purified PMI enzyme, coupled fluorescence intensity; higher % means a stronger effect | one-dose inhibition, % at 20 µM; IC50 in µM for titrated hits | 0.42% of 190,000 active;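 further: plate controls were DMSO vehicle for no effect and wells lacking substrate for full effect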
# RSV antiviral HEp-2 = RSV antiviral activity via CPE protection, HEp-2 cells, primary 10 µM value included (AID 2391); one-dose CPE inhibition, % at 10 µM; IC50 in µM for titrated hits; HEp-2 cells, RSV-induced CPE inhibition; higher % means a stronger effect; 0.13% of 310,000 active; in the data active means a potency from the dose series; further: strong numbers were not always called active
# Myeloid diff 2 = myeloid differentiation induction; AID 624256; 1% of 360,000 active; ER-HoxA9 myeloid progenitors, lysozyme-GFP differentiation, flow cytometry; calls only at 10 µM;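 active means normalized GFP-positive differentiation at or above the plate's own cutoff, the solvent-only control mean plus 3 SD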;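 further: cells exposed to compound for four days before flow analysis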
# Siah-1 displacement = Siah-1 peptide-binding antagonists, primary screen, biochemical, fluorescence polarization, rhodamine-plectin, uHTS (AID 1817) | 0.02% of 290,000 active | displacement, % at 20 µM, or IC50 in µM where a hit was titrated | Siah-1 / rhodamine-plectin peptide fluorescence polarization; higher % means a stronger effect;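 active means displacement of at least 50% at 20 µM, with a fluorescence ratio check between 0.3 and a set limit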;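 further: plate controls were Siah plus tracer with DMSO for no effect and tracer alone without Siah for full effect; strong numbers were not always called active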
# Salmonella PhoP GFP = PhoP-dependent GFP reporter repression – Salmonella Typhimurium, primary screen (AID 1863); S. Typhimurium PhoP-regulated promoter GFP reporter, 4 h; higher % means a stronger effect; one-dose inhibition, % at 50 µM; IC50 in µM for titrated hits; 0.16% of 300,000 active;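 active means inhibition over 29.93%, a cutoff 3 SD above the screen mean, later confirmed by dose response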;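 further: 0% = low Mg2+ inducing control and 100% = high Mg2+ repressing control; strong numbers were not always called active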
# PMI inhibition = human PMI inhibitors, high substrate, primary screen, biochemical, fluorescence intensity, high mannose 6-phosphate (AID 1220). 0.66% of 190,000 active. one-dose inhibition, % at 20 µM; IC50 in µM for titrated hits. recombinant PMI enzyme, coupled fluorescence intensity; higher % means a stronger effect
# XIAP antagonists = XIAP antagonists, biochemical, IAP family, fluorescence polarization (AID 1018) | XIAP BIR domain, fluorescence polarization peptide displacement; higher % means a stronger effect | displacement, % at 20 µM, or IC50 in µM where a hit was titrated | 0.007% of 200,000 active; in the data active means displacement above about 50%; further: a part of the inactive calls stands beside numbers as strong as those of hits
# WT yeast gro inh = growth inhibition of WT yeast, mitochondrial fusion screen | mitochondrial fusion phenotypic screen, WT strain | 2.1% of 190,000 active | AID 1362 | inhibition, % at 10 µM; in the data active means inhibition above about 58%; tested in S. cerevisiae
# TNAP activators = human TNAP enzyme activators, primary screen, biochemical, luminescent, no phosphate acceptor, uHTS (AID 1001). purified TNAP, luminescent activation assay, no phosphate acceptor; higher activation fold means a stronger effect. activation fold at 20 µM; hits with a dose series show EC50 in µM. 0.03% of 200,000 active; in the data active means activation fold from about 3, or a potency from the dose series; inactive means the rest, 99 in 100 with activation fold below about 1.6; further: many of its hits are not listed in these tables
# WT yeast gro inh mutant strain = also measured in WT yeast gro inh; calls as there; inhibition, %; mitochondrial fusion phenotypic screen, mutant strain inhibition
# Myeloid diff 2 GFP+ MAC1+ % = second read-out of Myeloid diff 2, no call of its own (marks repeat the call); GFP+ MAC1+ double positive, %; measured here: differentiation confirmed by MAC1 staining
# * marks the source's active call; other numbers are inactive results; i = inactive; nt = not tested or not shown. Unless noted, no stated cut-off is given here; in the data, active means inhibition above about 50%; inactive means the rest.
# Order of values: WT yeast gro inh	PMI inhibition	XIAP antagonists	Myeloid diff 2	Siah-1 displacement	RSV antiviral HEp-2	WT yeast gro inh mutant strain	Myeloid diff 2 GFP+ MAC1+ %	Salmonella PhoP GFP	TNAP activators	PMI inhibitors
> Cc1nc(SCc2ccc(Br)cc2)[nH]c(=O)c1C
    -1	10%	-1.5%	i	2%	0.8%	-13	1.2	5%	1	12%
> Cc1scc(C(=O)NNC(=S)NCC2CCCO2)c1C (stereo not given)
    -53	3%	-4.0%	i	-5%	2.4%	-1	1.2	-7%	1.1	5%
> COc1cc(NC(=O)CNC(=O)Cn2ccc3ccccc3c2=O)cc(OC)c1OC
    nt	nt	nt	i	0%	1.4%	nt	0.8	-4%	nt	nt
> COc1ccc(NC(=O)C2(c3ccc(NC(=O)c4ccc(OC)c(OC)c4)cc3)CCCC2)cc1
    -4	-5%	-4.0%	i	3%	-0.6%	2	9.2	-1%	1.1	0%
> CCOc1ccc(Cl)cc1/C=N/NC(=O)CNC(=O)c1ccccc1
    12	-1%	-11%	i	7%	2.0%	13	2.2	-8%	1.1	-9%
> COc1ccc(N2CCC(CNS(=O)(=O)c3cccc(C(F)(F)F)c3)C2)cc1 (stereo not given)
    8	nt	-2.6%	i	4%	0.9%	-26	0.9	12%	1.1	66%*
> CNC(=S)NNc1nncc2ccccc12
    2	8%	-4.6%	i	12%	0.9%	-2	0.2	0%	1.9	10%
> COc1cc(NC(=O)c2ccco2)c(OC)cc1NC(=O)Nc1ccccc1Cl
    -7	16%	-15%	i	-6%	0.0%	-86	7.9	0%	1.5	18%
> Cc1cc(C)c(NC(=O)CS(=O)CC(=O)NCCCc2ccccc2)c(C)c1 (stereo not given)
    0	-5%	-6.0%	i	4%	-0.2%	30	4.6	1%	1.1	-1%
> NC(=O)c1ccccc1NC(=O)CN1CCN(Cc2ccccc2)CC1
    nt	nt	nt	i	-6%	1.9%	nt	0.4	15%	nt	nt
> Fc1ccccc1CNc1ccc(Cl)cc1
    18	3%	-2.1%	i	1%	6.2%	3	5.9	3%	1.1	8%
> CN1CCC(=NNC(=O)CN(c2ccc([N+](=O)[O-])cc2)S(=O)(=O)c2ccccc2)CC1
    nt	nt	nt	i	0%	-0.8%	nt	0.8	0%	nt	nt
> O=C(COc1ccccc1)NNC(=O)c1cc2ccccc2o1
    -7	10%	-16%	i	15%	0.8%	-11	0.2	-5%	2.8	-1%
> O=C(Nc1cccc(S(=O)(=O)C(F)F)c1)c1ccc(Cl)c(S(=O)(=O)N2CCOCC2)c1
    14	16%	-0.4%	i	2%	21%	14	0.9	13%	0.9	16%
> O=C(Oc1ccc(Cl)cc1N1C(=O)CCC1=O)c1ccco1
    -10	13%	-2.3%	i	-2%	2.4%	1	1.5	5%	1	10%
> O=C(NCc1ccco1)c1ccc(Cl)c(S(=O)(=O)Nc2ccccc2)c1
    -3	-4%	0.7%	nt	-2%	-0.6%	1	nt	-8%	1.1	6%
> CC(=O)c1ccc(NC(=O)CN2CCC(NC(=O)C3CCCCC3)CC2)cc1
    -3	nt	-4.2%	i	4%	2.5%	7	0.2	-9%	1.1	nt
> Cc1ccc(S(=O)(=O)c2cnc(-c3ccccc3)nc2N2CCN(C)CC2)cc1
    25	14%	-8.6%	i	-2%	-1.7%	16	0.4	6%	1	16%
> CCN1CCN(c2cc3c(nn2)Oc2ccccc2N3C)CC1
    36	3%	-6.1%	i	-6%	0.5%	14	1.1	-2%	1.1	6%
> O=C(CCn1c(=O)oc2ccccc21)N1CCOCC1
    -3	-1%	-9.1%	i	-1%	0.4%	-1	2.4	8%	1.1	8%

# Continued:
# Order of values: WT yeast gro inh	PMI inhibition	XIAP antagonists	Myeloid diff 2	Siah-1 displacement	RSV antiviral HEp-2	WT yeast gro inh mutant strain	Myeloid diff 2 GFP+ MAC1+ %	Salmonella PhoP GFP	TNAP activators	PMI inhibitors
> CCOC(=O)c1cc(CC)sc1N
    12	-6%	-6.1%	i	-5%	nt	-4	2.2	-3%	1	-13%
> COC(=O)c1cccc(C23CC4(C2)[C@H](CN(CC2CCCCC2)[C@@H]4c2ccccc2)C3c2ccccc2)c1 (stereo not given in full)
    nt	nt	nt	i	15%	-1.5%	nt	1.7	1%	nt	nt
> CCOC(=O)Cn1cnc2c(nnn2-c2cccc(Cl)c2)c1=O
    nt	nt	nt	i	4%	1.6%	nt	0.2	-1%	nt	nt
> C(=N\c1nc2ccccc2n1CCN1CCCCC1)/c1cccs1
    -2	12%	-6.4%	i	3%	-2.3%	3	0.9	29%	1	9%
> COc1cccc(CN2C(=O)NC3(CCCCCC3)C2=O)c1
    nt	nt	nt	i	-5%	1.5%	nt	0.2	-3%	nt	nt
> COc1ccc(C(=O)N2CCCC(C(=O)c3ccccc3OC)C2)cc1OC (stereo not given)
    nt	nt	nt	i	1%	1.4%	nt	0.9	3%	nt	nt
> Cc1occc1C(=O)NC1CCCCCC1
    14	10%	-3.8%	i	0%	1.8%	12	1.8	9%	1.1	-7%
> Cc1ccc(S(=O)(=O)N2CCCC2)cc1C(=O)NCCN1CCOCC1
    nt	nt	nt	i	-2%	0.6%	nt	0.7	4%	nt	nt
> CCN=C1SC(CC(=O)NCC)C(=O)N1CC (stereo not given)
    -2	-2%	-9.6%	i	2%	1.1%	-2	0.1	5%	1	5%
> C[n+]1cccc(C(=O)NNC(=O)C23CC4CC(CC(C4)C2)C3)c1
    -1	-12%	-2.7%	i	6%	-0.1%	5	0.4	4%	1.1	14%
> O=C1c2ccccc2C(=O)N1CN(C(=O)COc1ccccc1)c1ccccc1
    5	2%	-8.5%	i	1%	0.4%	-10	9.4	-1%	1.1	4%
> CN(C)/C=N/c1ncnc2c1cnn2-c1ccc(C(F)(F)F)cn1
    -17	-3%	-0.3%	nt	1%	nt	3	nt	-5%	1.1	-8%
> Cc1ccc(SCCC(=O)Nc2ccccc2C(=O)NC(C)C)cc1
    2	5%	-6.4%	i	-2%	1.5%	3	2.2	4%	1	15%
> COc1cc(C(=O)Nc2sc3c(c2C(=O)O)CCC3)cc(OC)c1OC
    nt	nt	nt	i	-1%	3.8%	nt	1.2	-5%	nt	nt
> Cc1cc(N2C(=O)CCC2=O)ccc1NC(=O)c1cccs1
    -3	-2%	-0.9%	i	1%	0.8%	3	0.5	12%	1	-8%
> CC(C(=O)O)c1ccc2c(c1)[nH]c1ccc(Cl)cc12 (stereo not given)
    nt	nt	nt	i	6%	2.9%	nt	2.2	-3%	nt	nt
> O=[N+]([O-])c1ccc(N2CCN(S(=O)(=O)c3ccc(Cl)cc3)CC2)cc1NCC1CCCO1 (stereo not given)
    -3	-47%	-9.3%	i	-5%	1.5%	-8	0.7	-1%	1	5%
> Cc1ccc(S(=O)(=O)N2CCN(Cc3ccco3)CC2)c(C)c1
    nt	nt	nt	i	0%	0.7%	nt	1.3	-4%	nt	nt
> O=C(NCCCO)/C(=C\c1ccco1)NC(=O)c1ccc(Br)o1
    14	4%	0.4%	i	3%	2.9%	7	1.0	3%	1.1	-9%
> C/C(Cc1ccccc1)=N\NC(=O)c1ccc(F)cc1
    -11	1%	-4.5%	i	-2%	3.0%	-6	0.5	-6%	0.9	0%

# Gathered by group, the compounds so far containing an aryl thioether with sulfur outside any ring.
# Order of values: WT yeast gro inh	PMI inhibition	XIAP antagonists	Myeloid diff 2	Siah-1 displacement	RSV antiviral HEp-2	WT yeast gro inh mutant strain	Myeloid diff 2 GFP+ MAC1+ %	Salmonella PhoP GFP	TNAP activators	PMI inhibitors
> Cc1nc(SCc2ccc(Br)cc2)[nH]c(=O)c1C
    -1	10%	-1.5%	i	2%	0.8%	-13	1.2	5%	1	12%
> Cc1ccc(SCCC(=O)Nc2ccccc2C(=O)NC(C)C)cc1
    2	5%	-6.4%	i	-2%	1.5%	3	2.2	4%	1	15%

# Among those listed so far, 2 contain an NH in an aromatic ring:
# Order of values: WT yeast gro inh	PMI inhibition	XIAP antagonists	Myeloid diff 2	Siah-1 displacement	RSV antiviral HEp-2	WT yeast gro inh mutant strain	Myeloid diff 2 GFP+ MAC1+ %	Salmonella PhoP GFP	TNAP activators	PMI inhibitors
> Cc1nc(SCc2ccc(Br)cc2)[nH]c(=O)c1C
    -1	10%	-1.5%	i	2%	0.8%	-13	1.2	5%	1	12%
> CC(C(=O)O)c1ccc2c(c1)[nH]c1ccc(Cl)cc12 (stereo not given)
    nt	nt	nt	i	6%	2.9%	nt	2.2	-3%	nt	nt

# Following part.
# Order of values: WT yeast gro inh	PMI inhibition	XIAP antagonists	Myeloid diff 2	Siah-1 displacement	RSV antiviral HEp-2	WT yeast gro inh mutant strain	Myeloid diff 2 GFP+ MAC1+ %	Salmonella PhoP GFP	TNAP activators	PMI inhibitors
> O=C(NC(Cc1ccccc1)C(=O)N1CCN(S(=O)(=O)c2ccccc2)CC1)c1ccccc1 (stereo not given)
    nt	nt	nt	i	1%	0.5%	nt	1.2	3%	nt	nt
> CCN(CC)C(=O)CSc1ncnc2c(-c3cccs3)nsc12
    4	8%	-5.9%	i	-2%	3.7%	-4	8.8	-5%	1.1	13%
> CCCn1c(=O)n(N)c2ccccc21
    -1	-7%	-1.4%	i	9%	-0.1%	-27	0.2	13%	1.1	-8%
> O=C(NCc1ccccc1)C1CC(=O)N(c2ccc(OCC(=O)N3CCOCC3)cc2)C1 (stereo not given)
    nt	nt	nt	i	4%	2.1%	nt	0.4	8%	nt	nt
> CCOC(=O)N1CCN(c2cc(=O)n(C3CCCCC3)c(=O)[nH]2)CC1
    -1	20%	-0.6%	i	-4%	-1.2%	8	0.7	-7%	1.1	4%
> COCCNC(=O)c1c(CSc2ccc(F)cc2)noc1C(=O)NCc1ccccc1
    1	-7%	0.2%	i	0%	-1.8%	2	3.4	9%	1.1	-1%
> CN(C)C(CNC(=O)c1oc2ccccc2c1CSc1ncn[nH]1)c1ccco1 (stereo not given)
    0	10%	-7.5%	i	2%	-1.3%	11	1.1	-6%	1	3%

# Single records, from the list above.
# Record of O=C(Nc1cccc(S(=O)(=O)C(F)F)c1)c1ccc(Cl)c(S(=O)(=O)N2CCOCC2)c1 → WT yeast gro inh: 14; PMI inhibition: 16%; XIAP antagonists: -0.4%; Myeloid diff 2: i; Siah-1 displacement: 2%; RSV antiviral HEp-2: 21%; WT yeast gro inh mutant strain: 14; Myeloid diff 2 GFP+ MAC1+ %: 0.9; Salmonella PhoP GFP: 13%; TNAP activators: 0.9; PMI inhibitors: 16%
# Record of O=C(NCc1ccccc1)C1CC(=O)N(c2ccc(OCC(=O)N3CCOCC3)cc2)C1 (stereo not given) → WT yeast gro inh: nt; PMI inhibition: nt; XIAP antagonists: nt; Myeloid diff 2: i; Siah-1 displacement: 4%; RSV antiviral HEp-2: 2.1%; WT yeast gro inh mutant strain: nt; Myeloid diff 2 GFP+ MAC1+ %: 0.4; Salmonella PhoP GFP: 8%; TNAP activators: nt; PMI inhibitors: nt
# Record of Cc1scc(C(=O)NNC(=S)NCC2CCCO2)c1C (stereo not given) → WT yeast gro inh: -53; PMI inhibition: 3%; XIAP antagonists: -4.0%; Myeloid diff 2: i; Siah-1 displacement: -5%; RSV antiviral HEp-2: 2.4%; WT yeast gro inh mutant strain: -1; Myeloid diff 2 GFP+ MAC1+ %: 1.2; Salmonella PhoP GFP: -7%; TNAP activators: 1.1; PMI inhibitors: 5%
